# OX1R FRET antag: blocks the human orexin 1 receptor | inhibition, % at 6.6 µM | OX1R-expressing cells, FRET antagonist read-out | actives 1.8% (n = 330,000); in the data active = inhibition mostly above about 38%, no sharp cut-off; inactive = mostly below about 40%;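 also: 0% = agonist challenge alone and 100% = reference antagonist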
# Target sequence (O43613 whole entry, looked up): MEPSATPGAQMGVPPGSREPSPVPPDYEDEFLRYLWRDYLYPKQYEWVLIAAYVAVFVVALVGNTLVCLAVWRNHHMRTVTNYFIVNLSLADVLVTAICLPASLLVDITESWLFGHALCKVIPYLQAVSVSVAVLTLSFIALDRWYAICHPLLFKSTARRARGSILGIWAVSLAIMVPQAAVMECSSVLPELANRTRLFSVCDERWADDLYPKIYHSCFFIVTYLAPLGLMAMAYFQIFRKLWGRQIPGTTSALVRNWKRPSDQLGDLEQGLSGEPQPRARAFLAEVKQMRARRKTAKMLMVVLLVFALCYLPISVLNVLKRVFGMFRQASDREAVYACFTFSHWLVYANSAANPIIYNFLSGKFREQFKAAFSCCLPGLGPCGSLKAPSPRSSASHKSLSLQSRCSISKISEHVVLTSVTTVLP
# STK33 inh: blocks human STK33 kinase activity | Q9BYT3 | purified STK33, MBP phosphorylation, ADP-Glo luminescence | inhibition, % at 10 µM | actives 0.073% (n = 320,000) | AID 2661;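 active = inhibition at or above 25%, using the most active replicate where run in duplicate; inactive = inhibition below 25%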
# Target sequence (Q9BYT3 whole entry, looked up): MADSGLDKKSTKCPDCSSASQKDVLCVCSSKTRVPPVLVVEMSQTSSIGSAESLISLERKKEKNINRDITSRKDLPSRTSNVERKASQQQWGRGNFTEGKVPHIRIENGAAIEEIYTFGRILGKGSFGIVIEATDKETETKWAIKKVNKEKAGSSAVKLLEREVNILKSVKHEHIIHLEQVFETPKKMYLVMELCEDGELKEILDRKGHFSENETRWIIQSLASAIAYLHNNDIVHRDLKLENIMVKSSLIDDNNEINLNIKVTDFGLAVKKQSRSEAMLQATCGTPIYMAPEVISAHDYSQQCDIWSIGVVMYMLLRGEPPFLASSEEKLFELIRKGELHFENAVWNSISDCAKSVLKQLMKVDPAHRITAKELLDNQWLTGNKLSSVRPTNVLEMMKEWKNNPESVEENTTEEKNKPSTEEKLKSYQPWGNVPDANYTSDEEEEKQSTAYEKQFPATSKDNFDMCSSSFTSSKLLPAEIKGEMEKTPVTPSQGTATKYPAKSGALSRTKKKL
# KCNQ2 inh: KCNQ2 potassium channel inhibitors, primary screen, cell-based, CHO-K1, FluxOR thallium flux, B-score (AID 2156); O88943; 20 min; stronger effect = lower value; B-score at 10 µM; actives 1.1% (n = 310,000);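 active = fluorescence ratio B-score at most minus 3 library SDs, with starting brightness B-score within 2 library SDs, cut at about -5.5 in these data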
# * hit, by the source's call; i = inactive; nt = no result given.
SMILES,OX1R FRET antag,STK33 inh,KCNQ2 inh
Cc1cccc(C)c1NC(=S)N(CCN(C)C)Cc1cccs1,4.8,-0.6,i
CSCCOC(=O)c1[nH]c2c(c1C)C(=O)CC(c1ccco1)C2 (stereo not drawn),-0.6,2.2,i
COc1ccc(-c2cc3ccc(OCC(=O)NCC4CCC(C(=O)O)CC4)cc3oc2=O)cc1 (stereo not drawn),25.2,9.1,i
COC(=O)Cn1c(C(O)c2ccccc2)nc2ccccc21 (stereo not drawn),8.4,-0.6,i
O=C(N/N=C/c1cccc2cccnc12)[C@H]1C[C@@H]1c1ccccc1,8.3,-2.0,i
Cc1ccc(C(=O)c2c[nH]cc2-c2ccccc2)cc1,23.4,-3.1,i
Cc1cc(C)c(OCC(=O)Nc2ccc3c(c2)OCO3)cc1C,7.5,-0.9,i
Cc1ccc(OCCNC(=O)CNC(=O)c2ccc3c(c2)OCO3)cc1,4.8,-0.1,i
O=C(c1ccccc1)c1ccc(Sc2ccc([N+](=O)[O-])cc2)cc1,20.7,-0.6,i
O=c1c(Cl)c(N2CCOCC2)cnn1-c1nc2ccccc2[nH]1,25.4,0.9,i
CC(OC(=O)c1ccccc1NCCO)C(=O)Nc1ccc(S(=O)(=O)N2CCOCC2)cc1 (stereo not drawn),5.2,-0.8,i
Cc1noc(C)c1S(=O)(=O)N1CCCC(C(=O)NCc2ccccn2)C1 (stereo not drawn),18.4,-2.5,i
COc1ccccc1CC(=O)NC1CCC(C)CC1 (stereo not drawn),17.8,0.2,i
COc1ccc(Cl)cc1NC(=O)C/C(C)=N/NC(=O)CCc1ccccc1,30.1,0.2,i
CC(C)COC(=O)CCn1[nH]c(=O)c2ccccc2c1=O,16.7,5.3,i
O=C(CCc1ccccc1)NNC(=O)c1cc(Cl)ccc1O,0.9,nt,i
C[C@@H]1O[C@@H](O[C@H]2[C@H](Oc3cc(O)c4c(c3)O[C@H](c3ccc(O)cc3)CC4=O)O[C@H](CO)[C@@H](O)[C@@H]2O)[C@H](O)[C@H](O)[C@H]1O,10.9,-2.1,i
COc1ccc(C(=O)NNC(=O)C2=NN(c3ccccc3)C(=O)CC2)cc1,9.6,-1.7,i
O=C1C(Cc2ccccc2)SC(=Nc2ccccc2)N1c1ccccc1 (stereo not drawn),13.1,0.5,i
Cc1nc2sccn2c(=O)c1S(=O)(=O)NC(C)c1ccccc1 (stereo not drawn),2.2,-1.5,i
CCCN1CC(=O)N2Cc3[nH]c4ccccc4c3C[C@H]2C1=O,5.1,-0.8,i
O=C(CCS(=O)(=O)c1cc(Br)cc2c1N(C(=O)C1CC1)CC2)N1CCN(c2ccccn2)CC1,54.3,-0.8,i
Cc1onc(-c2c(Cl)cccc2Cl)c1C(=O)N1C(C)CCCC1C (stereo not drawn),31.5,2.3,i
Nn1cc(-c2ccccc2)nc1SCC(=O)NCCN1C(=O)CSC1=O,15.3,-0.9,i
COc1c(C(C)C)cc(NC(C)=O)cc1C(C)C,10.5,-0.1,i
Cn1ccs/c1=N\C(=O)Nc1ccccc1,16.6,-0.3,i
CCOc1ccc(CCNC(=O)CN2C(=O)c3cccnc3Oc3ccc(C)cc32)cc1OCC,15.9,-0.5,i
COc1cccc(Nc2c(F)c(OC)c(F)c(F)c2C(=O)O)c1,20.9,-3.1,i
NC(=O)CC[C@H](NC(=O)c1ccc(F)cc1)C(=O)OCC(=O)NCc1ccc2c(c1)OCO2,8.8,-0.7,nt
N#Cc1c(-c2ccccc2Cl)c2c([nH]c1=O)-c1ccccc1OC2,4.9,2.6,i
Cc1ccc(-c2[nH]ncc2C(=O)c2ccc(Br)cc2)c(O)c1,12.8,0.5,i
O=C(Nc1ccc(F)cc1)c1cccnc1,3.3,0.4,i
Cc1cccc(CNC(=O)CCn2ccc3cc(S(=O)(=O)N4CCCC4)ccc32)c1,11.3,-0.2,i
CCCOc1ccc(C2C(C(=O)c3ccc(C)o3)=C(O)C(=O)N2Cc2ccco2)cc1 (stereo not drawn),8.2,0.1,i
COc1ccc(NC(=O)COC(=O)/C=C/c2ccccc2[N+](=O)[O-])cc1OC,31.7,-1.0,i
CN(c1cccc(NS(=O)(=O)c2cccs2)c1)S(C)(=O)=O,16.1,1.1,i
CC(C)NC(=O)C1CCN(Cc2cnn(-c3ccccc3)c2-n2cccc2)CC1,42.8,0.2,i
NC(=O)CSc1ncnc2c1cnn2Cc1ccccc1,4.5,-2.1,i
COC(=O)c1cc(=O)nc2sc(-c3ccc(F)cc3)nn12,13.8,-0.9,i
CC(=O)c1c(C)[nH]c(C(=O)OCC(=O)c2ccc(C)s2)c1C,6.6,0.1,nt
CCOC(=O)c1cnc(-n2[nH]c(C)c(Cc3ccccc3)c2=O)[nH]c1=O,24.7,-0.7,i
COc1cc(C2NC(=O)NC(C)=C2C(=O)OCc2ccc(C)cc2)cc(OC)c1O (stereo not drawn),5.4,-0.9,i
CCCC(=O)Nc1ccc2c(c1)nc1n2CCN(C2CCCCC2)C1,10.6,0.9,i
N#Cc1c(Cl)nc(N/N=C/c2ccccc2)c(Cl)c1Cl,30.8,-0.5,i
CC(C)OC(=O)CC1C(=O)NCCN1C(=O)COc1ccc(C(C)(C)C)cc1 (stereo not drawn),20.9,-0.7,i
Cc1c(C(=O)N2CCCC2)c(S(=O)(=O)Nc2cccc(Br)c2)c(C)n1C,3.7,-1.4,i
CCOC(=O)C(C)Oc1ccc(NC(=O)C(Cl)Cl)cc1 (stereo not drawn),17.9,-3.6,i
COc1ccc(OC)c(/C=C/C(=O)NC2=NCCS2)c1,1.3,-1.6,i
O=C(O)CCc1nnc(SCC(=O)Nc2ccc(Cl)c(C(F)(F)F)c2)[nH]c1=O,7.1,0.4,i
CCCCC1CCC(C(=O)N(CCOC)c2c(N)n(CCCC)c(=O)[nH]c2=O)CC1 (stereo not drawn),14.8,-1.3,i

# (listing goes on)
SMILES,OX1R FRET antag,STK33 inh,KCNQ2 inh
CC(C)(C)OC(=O)NCc1ccc(CNC(=O)c2nc[nH]c2C(=O)N2CCc3ccccc3C2)cc1,13.6,-1.6,nt
COc1ccc(OC)c(NC(=O)CSc2nnc(Cc3cccn3C)n2CCc2ccccc2)c1,14.3,-1.3,i
CC12C=CC3(CN(Cc4ccccc4)C(=O)C3C1C(=O)NC1CC1)O2 (stereo not drawn),19.1,-0.8,i
Cc1[nH]c(=S)[nH]c(=O)c1Cc1ccccc1,3.1,-0.3,i
COC(=O)c1nn(-c2ccc(OC)cc2)c(=O)cc1Sc1ccc(C)cc1,7.9,0.0,i
CC1(C)Cc2cccc(OCC(=O)NCc3ccccc3)c2O1,8.0,nt,i
CCOc1ncccc1C(=O)N1CCN(Cc2ccc3c(c2)OCO3)CC1,3.3,-1.8,i
CN(CC(=O)Nc1ccc(F)cc1)C(=O)COC(=O)c1cc(S(=O)(=O)N(C)C)ccc1N1CCCC1,15.5,2.0,i
O=C(Oc1ccc(C(=S)N2CCOCC2)cc1)c1ccccc1[N+](=O)[O-],56.2*,-0.8,i
Cn1c(=O)[nH]c(=O)c2c1nc(SCC(=O)O)n2CCCc1ccccc1,8.1,-0.8,i

# Looked up by compound from the list above:
SMILES,OX1R FRET antag,STK33 inh,KCNQ2 inh
CN(CC(=O)Nc1ccc(F)cc1)C(=O)COC(=O)c1cc(S(=O)(=O)N(C)C)ccc1N1CCCC1,15.5,2.0,i
CC1(C)Cc2cccc(OCC(=O)NCc3ccccc3)c2O1,8.0,nt,i
CC12C=CC3(CN(Cc4ccccc4)C(=O)C3C1C(=O)NC1CC1)O2 (stereo not drawn),19.1,-0.8,i
Cn1c(=O)[nH]c(=O)c2c1nc(SCC(=O)O)n2CCCc1ccccc1,8.1,-0.8,i
CC(C)(C)OC(=O)NCc1ccc(CNC(=O)c2nc[nH]c2C(=O)N2CCc3ccccc3C2)cc1,13.6,-1.6,nt
CCOc1ncccc1C(=O)N1CCN(Cc2ccc3c(c2)OCO3)CC1,3.3,-1.8,i

# Entries of single compounds from above:
# Record of COC(=O)c1nn(-c2ccc(OC)cc2)c(=O)cc1Sc1ccc(C)cc1 = OX1R FRET antag = 7.9; STK33 inh = 0.0; KCNQ2 inh = i
# Record of CC(C)(C)OC(=O)NCc1ccc(CNC(=O)c2nc[nH]c2C(=O)N2CCc3ccccc3C2)cc1 = OX1R FRET antag = 13.6; STK33 inh = -1.6; KCNQ2 inh = nt
# Record of Cn1c(=O)[nH]c(=O)c2c1nc(SCC(=O)O)n2CCCc1ccccc1 = OX1R FRET antag = 8.1; STK33 inh = -0.8; KCNQ2 inh = i

# (more compounds)
SMILES,OX1R FRET antag,STK33 inh,KCNQ2 inh
COCCN(C(=O)COC(=O)/C=C/c1ccc(C)o1)c1c(N)n(Cc2ccccc2)c(=O)[nH]c1=O,12.0,-1.4,i
CCC(C)NC(=O)CCn1c(-c2ccc(F)cc2)cc(C(C)=O)c1C (stereo not drawn),19.5,-2.4,i
CC(C)NC(=O)N(C)C[C@H]1Oc2ccc(NC(=O)C3CCCCC3)cc2C(=O)N([C@H](C)CO)C[C@@H]1C,5.7,0.9,nt
O=C(Nc1cccc(S(=O)(=O)N2CCOCC2)c1)c1ccc(N2CCOCC2)c([N+](=O)[O-])c1,34.1,9.6,i
O=C1Nc2c(Br)cc(Br)cc2C1(O)N1CCOCC1 (stereo not drawn),14.4,0.1,i
CC(=O)N1N=C(c2cccc([N+](=O)[O-])c2)OC1(C)CC(=O)Nc1ccccc1 (stereo not drawn),27.6,-2.4,i
Cc1ccc(-c2c[n+](CC(=O)Nc3ccc(C)cc3C)c3n2CCC3)cc1,15.6,0.0,i
Cc1ccc(S(=O)(=O)N2CCN(C(=O)COC(=O)CNC(=O)c3ccc(C(C)(C)C)cc3)CC2)c(C)c1,1.9,-1.8,nt
CC1Cc2nc(SCC(=O)NCC3CCCO3)n(Cc3ccccc3)c(=O)c2S1 (stereo not drawn),-4.8,-1.0,i
CCOc1cc(N)c(Cl)cc1C(=O)NCC1CN(Cc2ccc(F)cc2)CCO1 (stereo not drawn),18.8,-1.2,i
CCC(C)NC(=O)CSc1ccc(S(=O)(=O)N(C)C2CCCCC2)cn1 (stereo not drawn),11.2,-1.6,nt
COc1ccc(C(=O)Nc2cccc(-c3ccc(N4CCOCC4)nn3)c2)cc1OC,3.5,-0.4,i
O=C(OC(C(=O)NC1CCCCC1)c1ccccc1)c1ccco1 (stereo not drawn),24.5,-2.5,i
Cc1c(C(=O)Nc2ccc3c(c2)OCO3)sc2ncn(CC(=O)N3CC(C)CC(C)C3)c(=O)c12 (stereo not drawn),7.0,-2.6,i
Cc1ccc(C2(C)NC(=O)N(CC(=O)Nc3cc(S(=O)(=O)N(C)C)ccc3C)C2=O)cc1 (stereo not drawn),9.8,-0.4,i
Cc1nc(SCC(=O)N2CCC(C(N)=O)CC2)n[nH]1,4.5,4.1,i
O=c1cc(O)c2sc3nc(C(F)(F)F)c4c(c3c2[nH]1)CCCCC4,23.2,0.4,i
O=[N+]([O-])c1ccc(C2=Nc3cc(Cl)ccc3OC2)cc1,16.4,1.4,i
COc1ccc(S(=O)(=O)N2CCOCC2)cc1NC(=O)CNC(=O)c1cccs1,6.3,0.5,nt
CCOc1ccccc1NC1c2ccccc2C(=O)N1c1ccc(C)cn1 (stereo not drawn),1.8,-0.6,i
Cn1ncc(Cl)c1C(=O)NCc1ccc2c(c1)OCO2,7.0,-0.6,i
COc1cc(C(=O)N2CCC(NC(=O)C(Cc3ccc(C)cc3)NC(C)=O)CC2)cc(OC)c1OC (stereo not drawn),1.4,0.0,i
CCOc1ccccc1N1CCN(CC(=O)N(CC(C)C)c2c(N)n(CC(C)C)c(=O)[nH]c2=O)CC1,29.5,-0.1,i
CCN(CC)CCNC(=O)c1cn(CC)c2ccc(S(=O)(=O)N3CCOCC3)cc2c1=O,3.6,-2.6,i
Cc1ccc(NC(=O)C(=O)NC(C)C2COc3ccccc3O2)cc1 (stereo not drawn),8.9,0.1,i
CCOc1ccc(CSCCNC(=S)Nc2ccccc2)cc1,19.1,-1.3,i
CCC(C)c1c(O)nc(SCC(=O)N2CCOCC2)[nH]c1=O (stereo not drawn),4.8,-0.4,i
Cc1ccc(S(=O)(=O)N2CCC(C(=O)OC(C)C(=O)N(C)c3ccccc3)CC2)cc1C (stereo not drawn),-2.8,-0.3,nt
Cc1ccccc1-c1nc2ccccc2o1,13.1,-0.7,i
CN(Cc1ccccc1)C(=O)c1cc(=O)[nH]c2ccccc12,-4.8,0.1,i
Cc1ccc(NC(=O)c2scc3c2CCCC3)cc1,26.5,-1.1,i
CCOc1ccc(N2C(=O)CC(N3CCc4ccccc43)C2=O)cc1 (stereo not drawn),11.2,-1.9,i
COc1cc(NC(=O)CCCSc2nc(-c3ccco3)cc(C(F)(F)F)n2)cc(OC)c1OC,61.9,-1.6,i
CCCCN(CC)CCNC(=O)c1cc2c(=O)[nH]c3ccccc3c2n1C,15.6,nt,i
Cc1ccc2c(c1)N(CC(=O)N(Cc1ccc3c(c1)OCO3)CC1CCCO1)C(=O)C(C)O2 (stereo not drawn),26.7,-1.1,i
COc1cccc(CC(=O)OC(C)C(=O)Nc2ccc(N3CCOCC3)cc2)c1 (stereo not drawn),9.3,-0.8,i
CCN(c1ccccc1)S(=O)(=O)c1ccc2c(c1)C(C)(C)C(=O)N2C,14.8,-1.5,i
CCCC(=O)c1cc2cc(Cl)ccc2oc1=O,6.2,-0.5,i
COc1ccc(CNC(=O)CSc2nc3nc(C)cc(C)n3n2)cc1,7.0,-2.2,i
COc1ccc(S(=O)(=O)NCC2CCCO2)cc1C(=O)O (stereo not drawn),0.1,0.0,i
CCc1ccc(/C(C)=N/NC(=O)c2ccc(-n3cnnn3)cc2)cc1,3.1,0.8,nt
CN1CCC(NC(=O)c2cccs2)CC1,-2.0,-0.2,i
CCn1c(=O)n(CC)c2cc(NC(=O)C(C)c3ccccc3)c(Br)cc21 (stereo not drawn),-7.6,-1.1,i
CC1CC(C)CN(S(=O)(=O)c2ccc(F)c(C(=O)Nc3ccc(Cl)cc3F)c2)C1 (stereo not drawn),6.8,-0.4,i
